LYP inhibition: LYP phosphatase inhibitors, primary screen, biochemical, DiFMUP fluorescence, recombinant catalytic domain, 10 µM (AID 606) | one-dose inhibition, % at 10 µM; IC50 in µM for titrated hits | recombinant LYP catalytic domain, DiFMUP fluorescence; higher % means a stronger effect | 52,000 tested, under 10 active;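 active = IC50 under 40 µM in the dose-response test; inactive = IC50 of 40 µM or more, or never dose-tested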
DPM-DC inhibit: S. pneumoniae DPM-DC inhibition; actives 0.49% (n = 65,000); calls only at 10 µM; AID 556; purified DPM-DC, PK/LDH coupled NADH fluorescence;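 active = the 320 compounds with the highest percent inhibition in the single-dose primary screen, excluding strongly autofluorescent ones, cut at about 32% in these data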;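 also: kinetic rate of NADH fluorescence loss reporting ADP formed by the decarboxylase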
HPDE-C7 cytotoxicity: cytotoxicity in HPDE-C7 cells, cell-based, fluorescence, HTS (AID 430); HPDE-C7 pancreatic duct cells viability, fluorescence; higher % means a stronger effect; actives 1.8% (n = 63,000); cytotoxicity, % at 10 µM; hits with a dose series show EC50 in µM;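 also: cells exposed to compound for 48 hours before viability readout; 0% = vehicle and 100% = reference cytotoxic drug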
PMK inhibit: blocks S. pneumoniae phosphomevalonate kinase. inhibition, % at 10 µM. purified PMK, PK/LDH-coupled NADH absorbance 340 nm. actives 0.49% (n = 65,000);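 active = top-ranked compounds by inhibition in the single 10 µM screen, taking a fixed number of the strongest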;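 also: 0% = full reaction with DMSO carrier and 100% = background rate without enzyme reaction; no value below 0 was filed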
HT1080 cytotoxicity: HT1080 cell viability loss – fluorescence readout (AID 620). HT1080 viability, fluorescence; higher % means a stronger effect. cytotoxicity, % at 10 µM; hits with a dose series show EC50 in µM. actives 0.42% (n = 87,000);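 also: cells exposed to compound overnight then 4 h with Alamar Blue; 0% = vehicle DMSO and 100% = killing control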
HPDE-C7K KRASV12: viability loss of HPDE-C7K cells – cell-based, fluorescence, HTS, primary screen (AID 431). HPDE-C7K KRASV12 cells, Alamar Blue viability, 48 h; higher % means a stronger effect. cytotoxicity, % at 10 µM; hits with a dose series show EC50 in µM. actives 1.7% (n = 63,000);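 active = compounds whose percent cytotoxicity in the single-dose primary screen, scaled between solvent and toxic-drug controls, exceeds 50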;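 also: 0% = DMSO solvent wells and 100% = doxorubicin-treated wells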
TNAP inhibition: human TNAP enzyme inhibitors, biochemical, luminescent (AID 518) | purified TNAP enzyme, luminescent substrate readout; higher % means a stronger effect | inhibition, % at 20 µM; hits with a dose series show IC50 in µM | actives 0.09% (n = 64,000); in the data active = a potency from the dose series; inactive = the rest, 99 in 100 with inhibition below about 22%;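 also: plate controls were vehicle for no effect and reference inhibitor for full effect; many of its hits are not listed in these tables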
Spn MK inh: blocks S. pneumoniae mevalonate kinase. purified MK, PK/LDH-coupled NADH absorbance 340 nm. AID 555. inhibition, % at 10 µM. actives 0.48% (n = 65,000);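 active = ranked among the strongest by inhibition in the single 10 µM screen, a fixed top-ranked set picked for dose follow-up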; also: no value below 0 was filed
Bfl-1 inhibitors: displacement of Bid BH3 peptide from Bfl-1 – biochemical, fluorescence polarization, FITC-Bid, mouse, primary screen (AID 432) | actives 0.02% (n = 64,000) | one-dose displacement, % at 20 µM; IC50 in µM for titrated hits | FITC-Bid BH3 peptide fluorescence polarization displacement; higher % means a stronger effect; in the data active = a potency from the dose series; inactive = the rest, 99 in 100 with displacement below about 15%; also: strong numbers were not always called active
PMK inhibit pilot replicates: further read-out of PMK inhibit, marked with its call; inhibition, %; measured here: pilot screen replicates
Spn MK inh pilot replicates: recorded beside Spn MK inh, whose call it bears; inhibition, %; measured here: pilot screen replicates
DPM-DC inhibit pilot screen %: second read-out of DPM-DC inhibit, no call of its own (marks repeat the call); inhibition, %; measured here: pilot screen trials
Starred values were filed as active, the others as inactive; i = inactive; . = no result given. Rule as the data show it, unless noted: active = cytotoxicity above about 50%; inactive = the rest.

SMILES	LYP inhibition	DPM-DC inhibit	HPDE-C7 cytotoxicity	PMK inhibit	HT1080 cytotoxicity	HPDE-C7K KRASV12	TNAP inhibition	Spn MK inh	Bfl-1 inhibitors	others
COc1ccccc1N1CCN(CC(=O)c2c(C)n(C)c3ccccc23)CC1	.	i	10%	8	0%	12%	18%	0	-2%
COC(=O)Cc1cc(=O)n(-c2nc3ccccc3[nH]2)[nH]1	0%	i	-3%	2	-3%	4%	1%	1	0%
COC(=O)COc1ccc(-c2nn(C)c(=O)c3ccccc23)cc1	-7%	i	1%	0	-4%	-15%	7%	6	6%
Cc1oc(-c2ccc(Cl)cc2)nc1CN1CCC(C(=O)NCCCN2CCOCC2)CC1	3%	i	-8%	17	7%	7%	4%	10	-9%
Cc1ccc(-n2c(=O)c3c4c(sc3n3c(C)nnc23)COC(C(C)C)C4)cc1 (stereo not drawn)	6%	i	-8%	5	-12%	-14%	0%	0	-8%
CCOc1ccccc1NC(=O)c1ccc(F)c(S(=O)(=O)N2CCC3(CC2)OCCO3)c1	14%	i	-2%	11	-5%	11%	5%	2	0%
COc1ccc(N(CC(=O)Nc2ccc3c(c2)OCCO3)S(=O)(=O)c2c(C)noc2C)cc1	10%	i	-1%	12	6%	9%	6%	1	-4%
CCCc1cc(=O)n2[nH]c(Cc3ccccc3)nc2n1	17%	i	-3%	1	-4%	8%	5%	10	-11%
CSc1nc(SC)c2c3c(oc2n1)COC(C)(C)C3	11%	i	-5%	0	0%	2%	10%	8	6%
COc1ccc(S(=O)(=O)N2CCN(CC(=O)Nc3cc(C(F)(F)F)ccc3Cl)CC2)cc1	-3%	i	6%	9	-2%	-1%	5%	3	10%
COc1cc2nc(NCCN3CCOCC3)n3nc(-c4ccccc4)nc3c2cc1OC	15%	i	-6%	14	-6%	1%	4%	7	-1%
CC(C)Cc1nnc(NC(=O)CCC(=O)N2CCOCC2)s1	-3%	i	12%	7	-1%	-5%	2%	7	-5%	PMK inhibit pilot replicates=0.0;Spn MK inh pilot replicates=0.0;DPM-DC inhibit pilot screen %=0.0
Cc1cc(C(F)(F)F)nc(SCc2ccc(C(=O)O)o2)n1	15%	i	-11%	7	5%	-15%	3%	5	2%
Cc1ccc(-n2c(C)cc3c2CCCC3=O)cc1	3%	i	-17%	10	-1%	-16%	17%	10	1%	PMK inhibit pilot replicates=3.0;Spn MK inh pilot replicates=0.5;DPM-DC inhibit pilot screen %=2.0
O=C(O)C1CC=CCC1C(=O)Nc1ccc(F)c(F)c1 (stereo not drawn)	-15%	i	7%	0	9%	6%	12%	0	5%
Cc1cnc(NC(=O)COc2ccccc2Cl)s1	15%	i	-22%	14	-9%	-17%	7%	4	1%
COc1ccc(C)cc1S(=O)(=O)Nc1ccc(F)cc1	7%	i	13%	8	2%	14%	3%	6	-2%
COc1ccc(N2CCCn3c2nc2c3c(=O)n(Cc3ccccc3F)c(=O)n2C)cc1	6%	i	-18%	0	7%	-10%	3%	7	0%
Cc1ccc(N=Cc2ccc[nH]2)c(O)c1	9%	i	-5%	4	2%	15%	17%	5	-1%	PMK inhibit pilot replicates=0.0;Spn MK inh pilot replicates=0.0;DPM-DC inhibit pilot screen %=0.0
CC(C)C(c1nnnn1C1CCCCC1)N1CCc2ccccc2C1 (stereo not drawn)	4%	i	5%	8	1%	0%	0%	5	1%
Cn1c(NCc2ccco2)nc2ccccc21	1%	i	2%	8	-1%	8%	13%	8	-4%
COC(=O)c1cccc(-n2nnnc2SCC(=O)Nc2nc3c(s2)CCCC3)c1	.	i	-18%	8	0%	-25%	6%	0	-3%
Cc1cc(NCc2ccc3c(c2)OCO3)n2nc(C)nc2n1	11%	i	2%	4	2%	0%	21%	5	3%
COc1ccc(-c2nc(-c3cccs3)c(-c3cccs3)[nH]2)cc1O	17%	i	72%*	5	-2%	76%*	9%	0	9%
CC(C)NC(=O)Cn1c(SCC(=O)N2CCc3ccccc3C2)nc2ccccc21	6%	i	129%*	3	15%	-32%	11%	0	-3%

Continuation:
SMILES	LYP inhibition	DPM-DC inhibit	HPDE-C7 cytotoxicity	PMK inhibit	HT1080 cytotoxicity	HPDE-C7K KRASV12	TNAP inhibition	Spn MK inh	Bfl-1 inhibitors	others
c1c2c(cc3sc(N4CCOCC4)nc13)OCO2	9%	i	-2%	12	6%	2%	7%	6	-3%
C=C(C)CSc1nnc([C@H](CCSC)NC(=O)OC(C)(C)C)o1	2%	i	-6%	9	-5%	7%	12%	4	-4%
O=S(=O)(NCc1ccc2c(c1)OCO2)c1cnc[nH]1	5%	i	-3%	3	-1%	-11%	18%	5	-7%
O=C(O)COc1nsnc1N1CCOCC1	1%	i	-22%	10	-1%	-16%	5%	3	-8%
O=C1CC(C(=O)NC2CCCCC2)C(c2ccccc2)O1 (stereo not drawn)	20%	i	1%	3	3%	-3%	4%	0	-3%
O=C(COc1ccccc1)N1CCN(S(=O)(=O)Cc2ccccc2)CC1	1%	i	-8%	5	13%	-12%	4%	1	-8%
CN1C(=O)/C(=C2\SC(=S)N(C(CCC(=O)O)C(=O)O)C2=O)c2ccccc21 (stereo not drawn)	.	i	-5%	15	0%	-19%	12%	4	13%
CC(C)(C)NC(=O)C1N(c2cccnc2)C(=O)C2C(C(=O)Nc3ccccc3F)C3(C)C=CC21O3 (stereo not drawn)	0%	i	.	13	-1%	.	3%	2	-5%
CSCC[C@H](NC(=O)OC(C)(C)C)c1nnc(SCC(=O)Nc2c(C)cccc2C)o1	10%	i	2%	0	9%	14%	6%	0	-2%
COc1ccccc1N(O)C1CC(=O)N(c2ccc(F)cc2)C1=O (stereo not drawn)	-2%	i	-9%	3	13%	12%	-7%	21	3%
C=CCn1c(SCC(=C)C)nc2c1c(=O)[nH]c(=O)n2C	-7%	i	-7%	10	-3%	-2%	1%	10	-4%
CCCNC(=O)c1[nH]c(C)c(C(C)=O)c1C	.	i	2%	8	.	8%	6%	12	-2%
CCOc1cccc(C2c3c(oc4cc(C)c(C)cc4c3=O)C(=O)N2CCCN(C)C)c1 (stereo not drawn)	-3%	i	7%	9	5%	-2%	5%	9	2%
CC(=O)Nc1ccc(-c2nc(C)c(C(C)=O)n2O)cc1	3%	i	3%	8	0%	0%	7%	3	-4%
COc1ccc(NC(=O)c2oc3ccccc3c2NC(=O)c2ccc(OC)c(OC)c2)c(OC)c1	.	.	.	13	5%	.	11%	0	-4%
c1ccc(-c2nn3c(Cn4nnc5ccccc54)nnc3s2)nc1	8%	i	-49%	6	-1%	-14%	16%	3	24%	PMK inhibit pilot replicates=4.0;Spn MK inh pilot replicates=0.0;DPM-DC inhibit pilot screen %=2.0
O=C(CSc1nnc(-c2ccco2)o1)c1ccc(F)c(F)c1	.	i	8%	16	-12%	-8%	-2%	0	5%
Cc1[nH]nc2nc3c(c(OC(=O)c4ccccc4)c12)c(=O)n(C)c(=O)n3C	6%	i	3%	7	-6%	-2%	11%	3	-5%
COc1ccc(Cc2nnc(SCC(=O)N3CCc4ccccc4C3)o2)cc1	4%	i	7%	19	-6%	-2%	4%	7	-9%
O=C(COc1ccc(F)c(Cl)c1)c1ccc[nH]1	.	i	5%	16	-4%	-3%	12%	2	-3%
CCSc1nnc2c(Cl)cc(Cl)cn12	.	i	-12%	16	6%	-12%	5%	0	-5%
COc1cccc(Cn2c(OCC3CCCO3)nc3c2c(=O)n(C)c(=O)n3C)c1 (stereo not drawn)	4%	i	-6%	0	-1%	-1%	13%	4	-5%	PMK inhibit pilot replicates=1.0;Spn MK inh pilot replicates=0.0;DPM-DC inhibit pilot screen %=1.5
CCOC(=O)c1cccc(NC(=O)CN2C(=O)C3C4C=CC(C4)C3C2=O)c1 (stereo not drawn)	6%	i	-3%	10	-2%	-6%	6%	6	4%
CCOc1ccc(C2=Nn3c(nnc3-c3ccc(OC)cc3)SC2)cc1	.	i	46%	15	38%	41%	8%	15	5%
COc1ccc(CCN=C2SCC(=O)N2C)cc1OC	-5%	i	-7%	7	-6%	-9%	-2%	6	-5%
COc1ccccc1CNC(=O)c1ccc(S(=O)(=O)N(C)C)cc1	.	i	5%	9	-2%	0%	-6%	0	-2%

Filtered by structure: the compounds so far containing an NH in an aromatic ring
SMILES	LYP inhibition	DPM-DC inhibit	HPDE-C7 cytotoxicity	PMK inhibit	HT1080 cytotoxicity	HPDE-C7K KRASV12	TNAP inhibition	Spn MK inh	Bfl-1 inhibitors	others
COC(=O)Cc1cc(=O)n(-c2nc3ccccc3[nH]2)[nH]1	0%	i	-3%	2	-3%	4%	1%	1	0%
CCCc1cc(=O)n2[nH]c(Cc3ccccc3)nc2n1	17%	i	-3%	1	-4%	8%	5%	10	-11%
Cc1ccc(N=Cc2ccc[nH]2)c(O)c1	9%	i	-5%	4	2%	15%	17%	5	-1%	PMK inhibit pilot replicates=0.0;Spn MK inh pilot replicates=0.0;DPM-DC inhibit pilot screen %=0.0
COc1ccc(-c2nc(-c3cccs3)c(-c3cccs3)[nH]2)cc1O	17%	i	72%*	5	-2%	76%*	9%	0	9%
O=S(=O)(NCc1ccc2c(c1)OCO2)c1cnc[nH]1	5%	i	-3%	3	-1%	-11%	18%	5	-7%
C=CCn1c(SCC(=C)C)nc2c1c(=O)[nH]c(=O)n2C	-7%	i	-7%	10	-3%	-2%	1%	10	-4%
CCCNC(=O)c1[nH]c(C)c(C(C)=O)c1C	.	i	2%	8	.	8%	6%	12	-2%
Cc1[nH]nc2nc3c(c(OC(=O)c4ccccc4)c12)c(=O)n(C)c(=O)n3C	6%	i	3%	7	-6%	-2%	11%	3	-5%
O=C(COc1ccc(F)c(Cl)c1)c1ccc[nH]1	.	i	5%	16	-4%	-3%	12%	2	-3%

Assay outcomes: PubChem BioAssay, several laboratories
